Assay outcomes (PubChem BioAssay)
GSK3beta inhib: inhibitors of human GSK3beta kinase | P49841 | GST-GSK3beta kinase, ADP-Glo luminescence, 60 min; active compounds read low | activity score (negative = inhibition), % at 10 µM | hit rate 0.038% among 300,000;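 active = more than half of replicate wells score below -50%, meaning over 50% inhibition versus plate controls; inconclusive = some replicates but at most half score below -50%; inactive = no replicate scores below -50%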;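 note: 0% = median DMSO wells and -100% = median GW8510 positive control wells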
Target sequence (P49841 whole entry, looked up): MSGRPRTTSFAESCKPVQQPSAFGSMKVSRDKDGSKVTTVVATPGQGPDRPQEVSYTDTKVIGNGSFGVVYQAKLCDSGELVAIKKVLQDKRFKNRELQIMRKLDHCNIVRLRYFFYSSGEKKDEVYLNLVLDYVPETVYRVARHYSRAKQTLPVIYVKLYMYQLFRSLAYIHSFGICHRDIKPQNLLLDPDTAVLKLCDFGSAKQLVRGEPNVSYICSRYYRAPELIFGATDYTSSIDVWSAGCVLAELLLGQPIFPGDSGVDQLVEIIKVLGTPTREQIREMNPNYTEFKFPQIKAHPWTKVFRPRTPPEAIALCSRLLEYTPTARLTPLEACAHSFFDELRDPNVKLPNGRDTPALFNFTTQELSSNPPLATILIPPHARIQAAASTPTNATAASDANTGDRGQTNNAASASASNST
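test system = GST-tagged human GSK3beta kinase, cell-free | reagent = 25 µM ATP with peptide substrate | dosing = one dose of 10 µM per compound | schedule = 60 min reaction, RT | detection = luminescent ADP-Glo measurement of ADP formed | control set = DMSO neutral wells and GW8510 at 20 µM as positive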
HSF1 activator: increases HSF-1 driven luciferase reporter signal; activation, % at 9 µM; NIH3T3-HGL HSF-1 luciferase reporter, MG132, 8 h; 100% = twice DMSO control signal; hit rate 1.7% among 300,000;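 active = mean replicate activation of at least 50% with a set share of replicates each reaching 50%; inconclusive = only one of those two conditions met; inactive = mean below 50% and too few replicates reaching it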;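 note: 0% = median of the neutral control wells and 100% = twice that signal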
HSF1 inh: HSF1 inhibition. hit rate 0.77% among 300,000. AID 2098. activity change, negative = inhibition, % at 7.5 µM (by protocol). NIH3T3-HGL HSE-luciferase, MG132-induced, luminescence 8 h; active compounds read low;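 active = more than half of replicate wells show activity change below -50%, luminescence cut by over half; inconclusive = some wells, but at most half, below -50%; inactive = no replicate well below -50%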;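 note: luciferase reports HSF-1 transcriptional activity via heat shock element; 0% = median of DMSO wells and -100% = zero luminescence signal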
Platelet DG rel: modulates dense granule release in human platelets; hit rate 0.22% among 300,000; human platelet-rich plasma, SFLLRN dense granule ATP release, luminescence; AID 1663; inhibition, %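 (compounds screened at 7.5 µM in platelet-rich plasma)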;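 active = mean replicate score, as percent of positive control, at or above 50; inconclusive = mean below 50 but at least one replicate at or above 50; inactive = mean and every replicate below 50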
GSK3A inh: blocks human GSK-3 alpha kinase; ADP-Glo luminescence, 60 min; AID 2650; inhibition, % at 10 µM; hit rate 0.1% among 320,000; P49840;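 in the data active = inhibition above about 50%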;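 note: GST-tagged GSK-3 alpha with peptide substrate and 25 µM ATP; 0% = DMSO neutral wells and 100% = GW8510 positive control wells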
HDAC3 inhib: human HDAC3 inhibition. O15379. inhibition, % at 8.3 µM. hit rate 0.15% among 320,000. recombinant HDAC3, fluorogenic peptide/trypsin coupled, fluorescence; in the data active = inhibition above about 26%, passing the limit was not always enough; inconclusive = no clear call, values can overlap the other calls
Target sequence (O15379 whole entry, looked up): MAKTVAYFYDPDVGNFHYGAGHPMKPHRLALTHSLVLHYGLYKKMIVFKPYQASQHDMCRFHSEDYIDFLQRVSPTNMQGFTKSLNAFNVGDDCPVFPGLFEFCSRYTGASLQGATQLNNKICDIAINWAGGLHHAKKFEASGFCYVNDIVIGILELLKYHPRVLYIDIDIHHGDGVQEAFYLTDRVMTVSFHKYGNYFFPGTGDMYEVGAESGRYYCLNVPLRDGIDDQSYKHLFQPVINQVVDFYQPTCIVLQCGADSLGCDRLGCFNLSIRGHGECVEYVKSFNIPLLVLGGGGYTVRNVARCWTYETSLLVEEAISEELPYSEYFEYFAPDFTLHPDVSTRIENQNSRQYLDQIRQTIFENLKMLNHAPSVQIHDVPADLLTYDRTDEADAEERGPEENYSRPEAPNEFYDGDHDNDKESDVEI
DYRK1A inh: inhibitors of rat Dyrk1A kinase | ADP-Glo luminescence, NFATc1 peptide | inhibition, % at 12.5 µM | hit rate 0.43% among 310,000; in the data active = inhibition above about 50%;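 note: plate controls were vehicle with enzyme for no effect and no enzyme for full effect; many of its hits are not listed in these tables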
AI-2 QS modul: Vibrio harveyi AI-2 quorum sensing modulation; Vibrio harveyi JMH597 AI-2 luminescence/OD600 ratio, 9 h; active compounds read low; strain lacks LuxN and CqsS sensors; 0 = neutral-control median; activity change, % at 7.5 µM; hit rate 0.4% among 300,000; AID 2094; in the data active = activity change below about -75%, passing the limit was not always enough; inconclusive = no clear call, values can overlap the other calls;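 note: luminescence divided by OD600 gain over 9 h not by final OD600 alone; inactives centre near 13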
HSP90 refold inh: HSP90 refolding inhibition in rabbit reticulocyte lysate; luciferase refolding luminescence, 3 h; inhibition, % at 5.6 µM; hit rate 0.91% among 290,000;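 active = inhibition above the screen-wide mean plus 3 SD, computed separately per campaign, cut at about 16% in these data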;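 note: 0% = DMSO wells and 100% = 60 µM geldanamycin wells; inhibitors lower the luminescence because luciferase stays unfolded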
PolyA inh: yeast polyadenylation inhibition; S. cerevisiae SKY197-pL101 polyadenylation reporter, beta-gal luminescence; efflux-impaired pdr1/pdr3 knockout yeast; score 100 = 6 SD above DMSO; calls only at 12 µM; hit rate 0.02% among 300,000; AID 1875;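 active = lowest replicate activity score at least 50, where 100 means six control SD above control mean; inconclusive = lowest score under 50 but half or more replicates reach 50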;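 note: yeast exposed to compound for 9 h at 30 °C; higher score means more reporter readthrough which indicates perturbed polyadenylation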
Numbers without * were called inactive; i = inactive; ? = inconclusive; · = no result given. A portion of the library. The share of hits here may be higher or lower than overall.

no.	compound	PolyA inh	GSK3beta inhib	AI-2 QS modul	HSF1 activator	DYRK1A inh	GSK3A inh	HSF1 inh	HDAC3 inhib	Platelet DG rel	HSP90 refold inh
1	CC(C)=C1C(=O)NN(c2ccc(C)c(Cl)c2)C1=O	i	0	21	11	-12	7	-7	2	-2	-2
2	CCOC(=O)C1CCCN(CC(O)COC(c2ccccc2)c2ccccc2)C1 (centres undefined)	i	-2	17	1	0	0	2	0	0	-2
3	O=C(NNc1nc2ccccc2s1)Nc1ccc(Cl)c(Cl)c1	i	-3	-68	-16	-1	0	-10	3	-2	10
4	Cc1ccccc1-n1c(SCc2ccccn2)nc2n[nH]c(C)c2c1=N	i	4	21	-1	29	4	-5	4	-3	-4
5	CS(=O)(=O)c1ccc2nc(NC(=O)Oc3ccccc3)sc2c1	i	-6	22	4	-5	0	2	2	3	-4
6	CCOC(=O)N1CCN(S(=O)(=O)c2ccc3[nH]cc(C(=O)O)c(=O)c3c2)CC1	i	2	-4	·	-1	-1	·	-3	·	-3
7	O=C(Cc1cc(=O)[nH]c(=O)[nH]1)NCC1CCCO1 (centres undefined)	i	1	18	1	3	-2	7	-2	11	-1
8	CC(C)NCCOc1cccc(Br)c1	i	·	·	-19	4	-2	-2	-4	-2	-2
9	O=C(c1ccc2nc(-c3ccco3)c(-c3ccco3)nc2c1)N1CCN(c2ncccn2)CC1	i	4	16	27	1	4	0	-4	-1	2
10	COc1cc(/C=C/C(=O)OCC(=O)NCc2ccccc2OC)ccc1O	i	-1	26	-1	19	-5	3	6	9	·
11	CC(C)(C)c1ccc(C(=O)N2CCC(NC(=O)c3ccccc3)CC2)cc1	i	0	34	6	2	-2	-6	-2	0	1
12	COCCCN1C(=O)c2[nH]nc(-c3cc(C)cc(C)c3O)c2C1c1ccc(O)c(OC)c1 (centres undefined)	i	-2	18	0	-8	0	1	14	4	-5
13	CN1CCN(C(=O)C2CCCN(S(=O)(=O)c3ccccc3)C2)CC1 (centres undefined)	i	2	14	29	0	0	0	-2	10	7
14	CCc1cccc(CN2CCC(CNC(=O)Nc3ccc(Cl)cc3)CC2)c1	i	0	15	-9	2	0	1	4	4	7
15	O=C(O)CC12CC3CC(C1)CC(n1ncc(NCc4ccc5c(c4)OCO5)c(Cl)c1=O)(C3)C2	i	5	11	4	·	0	-1	3	-6	3
16	CCOc1ccc(CCN2C(=O)C3C4C=CC(C4)C3C2=O)cc1OCC (centres undefined)	i	0	28	6	16	4	4	-3	1	2
17	CCOc1cccc(OCCCCn2cnc3ccccc3c2=O)c1	i	1	21	13	-1	-1	12	-2	-1	0
18	CS(=O)c1ccccc1-c1nc(-c2cc(C(F)(F)F)cc(C(F)(F)F)c2)no1 (centres undefined)	i	-1	27	6	·	0	-5	6	6	0
19	O=C(C[n+]1cc(-c2ccc(Br)cc2)n2c1CCCCC2)c1ccccc1	i	-2	17	26	-2	3	10	0	2	4
20	CCOC(=O)C1CCN(C(=O)c2cc(C(C)(C)C)nn2Cc2ccccc2)CC1	i	2	22	-3	1	-4	-6	3	-10	-2
21	Cc1ccc(C)c(OCc2nnc(NC(=O)c3ccc4c(c3)OCO4)s2)c1	i	-9	18	2	-3	-1	-1	-1	2	0
22	O=C(Nc1ccc2c(c1)OCCO2)C1CCCN(S(=O)(=O)c2cccc3nsnc23)C1 (centres undefined)	i	-1	10	-30	-2	4	-12	-1	-2	1
23	CCOc1ccc(OCC)c(S(=O)(=O)NCc2ccccc2)c1	i	2	20	12	-3	-5	1	2	12	-2
24	Cc1ccc(S(=O)(=O)N2CCCCC2)cc1NS(=O)(=O)c1cccc(C(=O)O)c1	i	0	10	-20	-4	-4	0	-4	0	0
25	COc1ccc(NC(=O)c2ccc3nc(C)sc3c2)cc1	i	1	14	-50	11	1	-44	7	6	-5
26	C=CCN1C(=O)/C(=C2/Sc3ccc(OC)cc3N2C)SC1=NCc1ccccc1	i	-3	24	-10	-1	-1	-11	-1	-1	3
27	NC(=O)SCC(=O)Nc1ccc(Cl)cc1	i	0	53	32	12	·	4	?	0	1
28	COc1ccc(C(=O)N[C@H](C(=O)NCC2CCCCC2)C(C)C)cc1	i	1	19	12	-4	2	-7	-3	7	-2
29	Cc1ccc(CCNc2ccc3ccccc3c2)cn1	i	2	-17	-14	13	-2	-3	0	1	1
30	Cc1ccc(-c2nnn(CC(=O)N(Cc3ccco3)C(C(=O)NC3CCCC3)c3cccs3)n2)o1 (centres undefined)	i	0	26	9	7	-22	7	3	-5	0
31	O=C(CCNC(=O)C1CCN(S(=O)(=O)c2ccc(F)cc2)CC1)NC1CC1	i	-1	10	11	·	6	4	4	-5	1
32	Cc1cc(N2CCC(C)CC2)nc(SCC(=O)c2ccccc2)n1	i	3	24	12	-4	1	2	12	2	-2
33	CC(C)CC(=O)N1CC(C)N(C(=O)CC(C)C)CC1C (centres undefined)	i	-1	2	-1	·	-1	-4	-2	-4	-2
34	Cc1cccc(-n2c(SCC(=O)N3CC(=O)Nc4ccccc43)nc3ccccc3c2=O)c1C	i	2	13	-16	1	4	-1	9	14	6
35	O=c1oc2ccccc2c(O)c1Cc1cc(Cl)c2cccnc2c1O	i	2	29	7	12	-2	9	-1	2	-3
36	CCOc1ccc(/C=C/[N+](=O)[O-])c2ccccc12	i	4	18	76*	-6	-1	47	3	2	2
37	CC(NC(=O)c1ccccc1F)C12CC3CC(CC(C3)C1)C2 (centres undefined)	i	9	25	-3	-2	0	-5	7	-1	·
38	N#CCC(=O)Nc1nc(-c2ccc3c(c2)OCCO3)cs1	i	-1	26	9	5	-1	7	8	13	4
39	Cc1cccc[n+]1CC(=O)Nc1ccc([N+](=O)[O-])cc1Cl	i	0	8	-2	4	-3	-6	1	3	-2
40	Cc1ccc(NC2=NC(c3ccccc3)n3c(nc(C)cc3=O)N2)c(C)c1 (centres undefined)	i	0	5	15	-1	-3	9	-13	5	0
41	S=c1[nH]nc(C2CC2)n1Cc1ccco1	i	3	-3	9	2	-3	-2	2	-2	2
42	O=C(O)CNC(=O)c1cccc(C(F)(F)F)c1	i	-6	-6	-19	-1	0	-9	-2	-1	5
43	COc1ccc(/C=C2\SC(=S)N(CCC(=O)Nc3ccccn3)C2=O)cc1OC	i	13	16	-9	0	0	-1	-1	-13	1
44	CCN1C(=O)N[C@@H](c2ccccc2)[C@H](C(=O)OC)[C@H]1C	i	-2	10	-17	-13	-1	-3	1	-3	·
45	COc1ccc(S(=O)(=O)N2CCC(C(=O)NCC3CC3)CC2)cc1	i	0	26	-7	2	-4	-3	2	4	4
46	O=C(/C=C/c1cccc(Br)c1)c1ccc2c(c1)OCO2	i	-1	-5	47	-6	-1	33	5	4	4
47	CCCNC(=O)c1c(N)n(-c2ccc3c(c2)OCO3)c2nc3ccccc3nc12	i	1	21	-6	-9	-2	-4	2	-1	-4
48	O=C(/C=C\NCC(=O)c1ccccc1)c1ccc(F)cc1	i	-2	5	27	-2	-5	-2	2	-11	0
49	CCOc1ccccc1C1CC(c2ccc(F)cc2)Nc2nc(N)nn21 (centres undefined)	i	2	7	5	17	·	-5	-4	-2	5
50	CCOC(=O)c1sc(NC(=O)CSc2nc(C)cc(C)c2C#N)c(C#N)c1C	i	2	25	-19	0	-1	0	1	·	-1
51	Cn1c(=S)n(CCC(=O)O)c2ccccc21	i	1	27	-9	6	-1	-1	3	-5	0
52	Cc1cccc(OCC(=O)N/N=C2/SCC(=O)N2Cc2ccco2)c1	i	-1	35	10	1	1	-4	3	3	-4
53	O=C(Nc1ccc(Br)c(Br)c1)C1CCCO1 (centres undefined)	i	-2	15	-6	·	-2	-2	8	-5	·
54	COc1ccc(N2CCN(CCCNC(=O)CC3Oc4ccc(C)cc4NC3=O)CC2)cc1 (centres undefined)	i	2	22	-2	11	-1	-7	2	5	2
55	COC(=O)c1ccc(C2C(C(=O)Nc3ccccc3C)=C(C)Nc3ncnn32)cc1 (centres undefined)	i	2	4	-4	0	0	-4	4	-1	2
56	O=C(CC1NCCc2ccccc21)Nc1cccc(Cl)c1 (centres undefined)	i	2	73	14	-5	2	4	2	-4	4
57	COc1ccc(OCC(=O)Nc2c(C(=O)N3CCN(C)CC3)oc3ccccc23)cc1	i	2	4	5	-7	1	-5	-2	-9	0
58	Cc1ccc(-c2ccc(/C=C3\SC(N4CCOCC4)=NC3=O)o2)cc1	i	-5	43	11	20	14	2	8	11	-2
59	CCOC(=O)c1ccc2nc(CCC(=O)N[C@H](C(=O)OC)C(C)C)c(=O)n(CC)c2c1	i	4	-9	-20	·	-2	0	3	7	-1
60	COC(=O)C(C)n1cnc2c(cnn2-c2ccc(Cl)cc2)c1=O (centres undefined)	i	1	10	0	11	-1	9	-15	2	1

More structures.
no.	compound	PolyA inh	GSK3beta inhib	AI-2 QS modul	HSF1 activator	DYRK1A inh	GSK3A inh	HSF1 inh	HDAC3 inhib	Platelet DG rel	HSP90 refold inh
61	CC(C)CCNC(=O)C1CCC(CNc2c(N3CCCC3)c(=O)c2=O)CC1 (centres undefined)	i	2	30	-6	-2	2	-11	8	-1	-1
62	COc1cc(CCC(=O)Nc2ccc(Br)c(C(F)(F)F)c2)cc(OC)c1OC	i	2	-3	20	1	-2	12	13	12	-1
63	CSc1ccccc1C(=O)N(C)C(c1ccccc1)c1ccccc1	i	0	26	11	1	-1	4	4	0	0
64	O=C(Nc1ccccc1)NC1CCCCCCC1	i	2	4	49	·	-1	7	4	3	·
65	Cn1c(N)c(C(=O)CCl)c(=O)n(Cc2ccccc2)c1=O	i	-4	23	-5	·	5	-2	-15	-1	-1
66	C[C@H]1CCC[C@@]2(O[C@@H](CCO)C[C@H](O)[C@H]2O)O1	i	-23	22	-5	-16	0	-4	6	0	·
67	COc1cccc(NC(=O)Nc2cc(C)ccc2F)c1	i	1	14	8	2	-1	10	-6	0	0
68	CC(C)C(=O)N1CCN(c2ccc(NC(=O)c3ccco3)cc2Cl)CC1	i	·	·	9	3	-3	0	1	6	3
69	Cc1ccc(/C=C/C(=O)c2ccc([N+](=O)[O-])o2)cc1	i	1	10	29	·	-4	32	4	-2	·
70	CCOC(=O)NC(=O)/C(C#N)=N/Nc1ccc(F)cc1	i	3	7	0	-3	-2	1	8	1	4
71	COc1ccc(-n2c(C)cc(C(=O)COC(=O)c3cc(OC)c(OC)cc3NC(=O)c3cccs3)c2C)cc1	i	-2	42	-8	0	0	-2	-4	-1	2
72	COc1ccc(-n2c(-c3ccco3)n[nH]c2=S)cc1	i	3	25	9	2	·	-6	7	0	0

3 compounds from above, arranged by the number in GSK3beta inhib, smallest number first:
cpd	molecule	GSK3beta inhib
71	COc1ccc(-n2c(C)cc(C(=O)COC(=O)c3cc(OC)c(OC)cc3NC(=O)c3cccs3)c2C)cc1	-2
63	CSc1ccccc1C(=O)N(C)C(c1ccccc1)c1ccccc1	0
61	CC(C)CCNC(=O)C1CCC(CNc2c(N3CCCC3)c(=O)c2=O)CC1 (centres undefined)	2
